# Source: PubChem
# CHRM5 antagonist – human M5 muscarinic receptor antagonists, primary screen, CHO cells, Fluo-8 calcium fluorescence. CHO-hM5 cells, ACh EC80. inhibition, % at 3 µM. actives 0.59% (n = 360,000). AID 624040, 2012;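 active means inhibition above a per-plate cutoff, the mean of that plate's test compounds plus 3 SD, cut at about 27% in these data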;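 further: 0% = acetylcholine EC80 with DMSO and 100% = DMSO without agonist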
# Target sequence (P08912 whole entry, looked up): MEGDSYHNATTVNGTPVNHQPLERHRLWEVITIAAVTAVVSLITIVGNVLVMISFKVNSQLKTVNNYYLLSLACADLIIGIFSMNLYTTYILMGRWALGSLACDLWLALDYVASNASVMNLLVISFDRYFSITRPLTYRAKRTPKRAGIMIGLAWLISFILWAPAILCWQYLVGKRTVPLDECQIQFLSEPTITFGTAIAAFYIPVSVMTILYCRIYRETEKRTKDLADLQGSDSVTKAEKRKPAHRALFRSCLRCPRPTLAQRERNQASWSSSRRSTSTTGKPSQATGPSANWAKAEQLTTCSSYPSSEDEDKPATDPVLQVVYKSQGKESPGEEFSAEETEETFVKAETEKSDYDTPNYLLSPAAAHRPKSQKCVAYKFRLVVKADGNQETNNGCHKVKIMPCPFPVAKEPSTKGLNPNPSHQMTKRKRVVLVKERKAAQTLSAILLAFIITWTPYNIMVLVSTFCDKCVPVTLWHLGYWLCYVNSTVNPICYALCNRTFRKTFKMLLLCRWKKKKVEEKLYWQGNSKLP
# M5 PAM – human M5 muscarinic receptor positive allosteric modulators, primary screen, CHO-K1 cells, Fluo-8 calcium fluorescence | AID 624038, 2012 | CHO-K1 hM5, ACh EC20 PAM; 0% = ACh EC20, 100% = ACh EC100 | actives 0.3% (n = 360,000) | activation, % at 3 µM;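 active means activation above the run cutoff, the mean activation of all test compounds plus 3 SD, cut at about 18% in these data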
#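 Assay system – human M5 receptor in CHO-K1 cells · Read-out – % activation, ACh-normalized · Technique – Fluo-8 calcium fluorescence · Dosing – single-point, 3 µM nominal · Incubation – Fluo-8 loading 80 min at 37 °C plus 30 min room temperature · Repeats – singlicate, one well per test compound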
# M5 ag – human M5 muscarinic receptor agonists, primary screen, CHO-K1 cells, Fluo-8 calcium fluorescence | CHO-K1 hM5 cells; 0% DMSO wells, 100% maximal acetylcholine response | activation, % at 3 µM | actives 0.19% (n = 360,000) | AID 624037, 2012;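 active means activation above the run's mean over test compounds plus 3 SD, cut at about 23% in these data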;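 further: signal is peak over basal fluorescence ratio across the kinetic read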
# M4 ag – human M4 muscarinic receptor agonists, primary screen, CHO-K1 cells, Fluo-8 calcium fluorescence; Muscarinic acetylcholine receptor M4 (Homo sapiens), P08173; CHO-K1 hM4/Gqi5; vehicle 0%, full acetylcholine response 100%; activation, % at 3 µM; actives 0.14% (n = 360,000); AID 624127, 2012;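 active means activation above the run mean over all test wells plus 3 SD, cut at about 32% in these data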;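 further: peak over basal fluorescence ratio per well then scaled between controls; 0% = DMSO wells and 100% = acetylcholine at EC100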
# M1 antag – human M1 muscarinic receptor antagonists, primary screen, CHO-K1 cells, Fluo-8 calcium fluorescence, 1536-well; CHO-K1 hM1, ACh EC80 antagonist; actives 1.3% (n = 360,000); inhibition, % at 3 µM; Muscarinic acetylcholine receptor M1 (Homo sapiens), P11229;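 active means percent inhibition above its own plate's cutoff, namely the mean of that plate's compound wells plus 3 SD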;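 further: peak over basal fluorescence ratio during 140 s after agonist addition; 0% = ACh EC80 plus DMSO and 100% = DMSO alone without agonist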
# CHRM4 antagonist – human M4 muscarinic receptor antagonists, primary screen, CHO cells, Fluo-8 calcium fluorescence | actives 0.73% (n = 360,000) | AID 624125, 2012 | Muscarinic acetylcholine receptor M4 (Homo sapiens), P08173 | CHO-hM4 cells, ACh EC80 | inhibition, % at 3 µM;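 active means inhibition above its plate's cutoff, the mean inhibition of sample wells plus 3 SD, cut at about 27% in these data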;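 further: 0% = acetylcholine EC80 with DMSO and 100% = DMSO without agonist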
# CRFBP-R2 agonist – agonists of CRF-BP/CRF-R2 complex, primary screen, cell-based, HEK293, calcium dye fluorescence, uHTS; calcium dye fluorescence (FLIPR); percent of saturating CRF peptide response; activation, % at 13.2 µM; actives 0.46% (n = 350,000); AID 588473, 2011;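 active means activation of at least 50%, plus an integration ratio under a set limit after plate pattern correction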;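 further: plate controls were neutral control wells without compound for no effect and CRF at EC100 for full effect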
# CHRM4 PAM – human M4 muscarinic receptor positive allosteric modulators, primary screen, CHO-K1 cells, Fluo-8 calcium fluorescence | AID 624126, 2012 | activation, % at 3 µM | CHO-K1 hM4/Gqi5, ACh EC20; 0% = ACh EC20, 100% = maximal ACh | Muscarinic acetylcholine receptor M4 (Homo sapiens), P08173 | actives 0.4% (n = 360,000);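 active means activation above its plate's cutoff, the mean activation of sample wells plus 3 SD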; further: some results filed as inactive read as strong as hits
# CHRM1 PAM – human M1 muscarinic receptor positive allosteric modulators, primary screen, CHO-K1 cells, Fluo-8 calcium fluorescence, 1536-well | activation, % at 3 µM | actives 0.088% (n = 360,000) | AID 588819, 2011 | Muscarinic acetylcholine receptor M1 (Homo sapiens), P11229 | CHO-K1 hM1, ACh EC20; 0% = ACh EC20, 100% = maximal ACh; in the data active means activation above about 19%, passing the limit was not always enough
# Active calls of the source: *; / = not tested or not shown. This is a random part of the collection; about 2.8% have a hit in one of these screens.
[1] CCc1nc2ccc(C(=O)NCCc3ccccn3)cn2c1N(CCC(C)C)CCN(C)C
[2] O=C(CCn1nnc2ccccc21)Nc1nnc(Cc2ccc(F)cc2)s1
[3] CN(C)CCCCNCCCNC(=O)/C=N\O
[4] Cn1c2ccccc2c2cnn(CC(=O)Nc3cccc(F)c3)c(=O)c21
[5] CCCN(CC(=O)Nc1cc(C)on1)CC(=O)Nc1ccccc1C
[6] CC(=O)Nc1cc(-c2ccc(Cl)cc2)[nH]n1
[7] COCCOCCn1c(/C=C/c2ccccc2)nc2ccccc21
[8] COc1cc([N+](=O)[O-])ccc1NC(=S)Nn1cnnc1
[9] Cc1cccnc1NC(=O)C1CCCN(S(=O)(=O)c2ccc3c(c2)oc(=O)n3C)C1 (centres undefined)
[10] O=C(O)C1CCN(Cc2ccccn2)CC1

Screen / compound no.	1	2	3	4	5	6	7	8	9	10
CHRM5 antagonist	4	1	1	0	8	8	-1	-2	6	-4
M5 PAM	0	1	1	9	-1	3	5	3	-6	-5
M5 ag	-2	2	0	1	0	3	-3	-6	1	-1
M4 ag	1	5	0	1	0	2	1	-1	1	1
M1 antag	-18	2	-16	4	4	-3	-2	7	3	-2
CHRM4 antagonist	-4	0	-3	1	12	-4	-12	7	-1	3
CRFBP-R2 agonist	/	0.8	3.4	1.4	0.9	-3.2	1.6	0.2	2.3	1.0
CHRM4 PAM	3	1	4	5	-2	5	0	-3	-5	-3
CHRM1 PAM	17	9	17	3	1	6	0	2	-1	-1

[11] Cc1cccc(N(CC(=O)NC2CCCCC2)C(=O)Cn2nnc(-c3ccc(C)o3)n2)c1
[12] COc1ccc(OC)c(CNS(=O)(=O)c2cn(C)cn2)c1
[13] O=C(O)c1cc(O)c2c(c1)C(=O)c1cccc(O)c1C2=O
[14] CCOC(=O)c1sc(-c2ccc(C(F)(F)F)cc2)nc1O
[15] Nc1ccc(S(=O)(=O)C(F)(F)F)cc1N
[16] COc1ccc([C@H]2N[C@]3(CCCN(CC4CCCCC4)C3=O)[C@H]3C(=O)N(C)C(=O)[C@@H]23)cc1
[17] COCCNc1nc2nonc2nc1NC(C)c1ccccc1Cl (centres undefined)
[18] CCn1c2ccccc2c2nnc(SCC(=O)c3ccccc3)nc21
[19] Cc1cccc(N2CCN(CC(O)COc3ccccc3Cl)CC2)c1 (centres undefined)
[20] CCOc1ccc(CCNc2ccc3nnc(-c4ccccc4)n3n2)cc1OCC

Screen / compound no.	11	12	13	14	15	16	17	18	19	20
CHRM5 antagonist	2	-5	2	3	6	-1	17	-1	8	10
M5 PAM	9	6	5	-6	1	3	-12	4	-19	-10
M5 ag	9	2	1	3	0	2	2	-1	3	-2
M4 ag	3	1	2	4	3	0	9	2	3	7
M1 antag	-2	9	-24	-4	0	-5	-1	-6	-7	19
CHRM4 antagonist	3	-5	1	-2	-4	-2	-3	6	-10	-8
CRFBP-R2 agonist	-2.8	-0.1	49	58*	1.8	-0.6	1.8	-2.0	3.2	-2.7
CHRM4 PAM	5	4	-2	-15	-3	8	-8	4	3	-5
CHRM1 PAM	9	-3	-3	1	2	9	-5	9	6	-9

# Some values from the results shown:
# Entry for cpd 13 in M5 PAM: 5
# Entry for cpd 19 in CHRM4 antagonist: -10
# Entry for cpd 15 in M5 PAM: 1
# Entry for cpd 12 in CHRM4 PAM: 4
# Entry for cpd 20 in M5 PAM: -10

# Next part
[21] Cc1ccc(-c2cc(C(=O)Nc3ccc(S(=O)(=O)Nc4onc(C)c4C)cc3)[nH]n2)c(O)c1
[22] O=C(c1cccc(F)c1)n1nnc2ccccc21
[23] CCCCc1ccc(NC(=S)N2CCN(C)CC2)cc1
[24] CC1(C)CC(=O)C(C=NCCN2CCN(CCc3ccccc3)CC2)=C(O)C1
[25] CC(C)c1cccc(OCC(=O)Nc2ccc(S(=O)(=O)Nc3ccccn3)cc2)c1
[26] CNC1(C)[C@H]2CC[C@H](C2)C1(C)C (some centres undefined)
[27] CN(CC(=O)Nc1ccc(F)cc1)C(=O)Cn1c(=O)oc2ccccc21
[28] COC(=O)Cc1ccc(NC(=S)NCc2ccccc2OC)cc1

Screen / compound no.	21	22	23	24	25	26	27	28
CHRM5 antagonist	-6	-4	10	-2	10	1	0	-3
M5 PAM	7	10	1	-1	1	-2	2	7
M5 ag	-5	-5	-7	-13	0	0	5	-3
M4 ag	-1	1	1	0	1	0	2	-1
M1 antag	-5	-14	-1	11	3	-33	-7	-7
CHRM4 antagonist	7	5	3	26	8	-18	6	-18
CRFBP-R2 agonist	-1.1	-1.3	-0.5	-1.5	-2.8	-1.0	-0.4	-3.2
CHRM4 PAM	9	0	-2	-21	-6	5	2	12
CHRM1 PAM	2	10	-1	-11	4	5	3	12

# Entries of single compounds, looked up by structure. Order of values: CHRM5 antagonist, M5 PAM, M5 ag, M4 ag, M1 antag, CHRM4 antagonist, CRFBP-R2 agonist, CHRM4 PAM, CHRM1 PAM
# Profile of `CNC1(C)[C@H]2CC[C@H](C2)C1(C)C` (some centres undefined) → 1, -2, 0, 0, -33, -18, -1.0, 5, 5
# Profile of `CN(CC(=O)Nc1ccc(F)cc1)C(=O)Cn1c(=O)oc2ccccc21` → 0, 2, 5, 2, -7, 6, -0.4, 2, 3
# Profile of `COC(=O)Cc1ccc(NC(=S)NCc2ccccc2OC)cc1` → -3, 7, -3, -1, -7, -18, -3.2, 12, 12
# Profile of `CCCCc1ccc(NC(=S)N2CCN(C)CC2)cc1` → 10, 1, -7, 1, -1, 3, -0.5, -2, -1
# Profile of `CC1(C)CC(=O)C(C=NCCN2CCN(CCc3ccccc3)CC2)=C(O)C1` → -2, -1, -13, 0, 11, 26, -1.5, -21, -11
